High-throughput results from PubChem BioAssay.
aGlu spleen mod: inhibits or activates alpha-glucosidase in human spleen homogenate; P10253; human spleen homogenate, 4-MU-alpha-glucoside fluorescence; Potency, µM (doses to about 79.9 µM), for the others: at the top dose activity change, negative = inhibition, usual class: inhibitors; hit rate 0.006% among 240,000; AID 2112;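 note: potency is the fitted concentration of half-maximal effect; 0% = enzyme with vehicle and -100% = no enzyme basal signal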
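Human spleen homogenate (1 ug) incubated with compounds and 1 mM 4-methylumbelliferyl-alpha-D-glucopyranoside in pH 5.0 citrate/phosphate buffer, 37 C, 40 min. Stopped at pH 10; 4-MU fluorescence (Ex 365/Em 440 nm); AC50 by Hill fit.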
HTT cytoprotect: Huntington cell model cytoprotection by ATP luminescence | PC12 HTT-Q103 induced, cytoprotection, ATP luminescence, 40 h | Potency, µM (top dose mostly 56.4 µM), for the others: cytoprotection (ATP increase), most hits filed as activators | hit rate 0.14% among 230,000 | AID 1471;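 note: potency is the fitted concentration of half-maximal effect; % of control where 0% means no effect; nearly all actives have a fitted effect of over 45% in size; toxic huntingtin expression switched on by the ecdysone agonist tebufenozide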
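PC12 cells stably carrying ecdysone-inducible Htt exon 1 (Q103)–GFP were induced with 100 nM tebufenozide (final) alongside library compounds in a dose series. Cytoprotection was scored as retained ATP by ATPlite luminescence.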
CBFb RUNX1 block: blocks binding between human CBF-beta and RUNX1; Q01196+Q13951; AlphaScreen CBFb-His/RUNX1-biotin binding, biochemical; Potency, µM (titrated, usually from 59.8 µM), without a hit: top-dose activity, negative = inhibition, actives largely listed as inhibitors; 230,000 tested, under 10 active; AID 1477; note: % of control where 0% means no effect
Target sequence (Q01196 whole entry, looked up): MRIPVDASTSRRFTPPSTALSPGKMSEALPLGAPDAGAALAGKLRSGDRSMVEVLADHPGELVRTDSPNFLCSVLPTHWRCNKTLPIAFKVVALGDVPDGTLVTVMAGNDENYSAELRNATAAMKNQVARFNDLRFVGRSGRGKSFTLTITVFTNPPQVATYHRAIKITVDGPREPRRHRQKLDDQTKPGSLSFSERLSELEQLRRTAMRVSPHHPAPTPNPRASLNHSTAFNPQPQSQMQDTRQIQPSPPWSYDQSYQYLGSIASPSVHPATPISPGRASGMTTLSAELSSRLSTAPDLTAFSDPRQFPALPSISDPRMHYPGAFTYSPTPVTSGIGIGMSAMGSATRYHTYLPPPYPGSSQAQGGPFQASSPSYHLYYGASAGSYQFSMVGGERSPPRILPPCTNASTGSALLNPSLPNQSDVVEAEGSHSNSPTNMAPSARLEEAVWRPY
Target sequence (Q13951 whole entry, looked up): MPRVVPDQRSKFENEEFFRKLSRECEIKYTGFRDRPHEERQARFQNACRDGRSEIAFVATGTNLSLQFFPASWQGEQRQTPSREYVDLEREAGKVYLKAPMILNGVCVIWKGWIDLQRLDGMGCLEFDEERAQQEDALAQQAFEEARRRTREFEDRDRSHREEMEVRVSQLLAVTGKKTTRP
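Proteins preincubated together for 20 min at RT before compound addition; 15 min later, nickel and streptavidin beads were added and left 90 min prior to AlphaScreen measurement.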
Lamin A splicing: modulators of lamin A splicing | HeLa LMNA splicing GFP/RFP minigene ratio, 48 h | Potency, µM (titrated, usually from 46.1 µM), without a hit: top-dose ratio change, negative = inhibition, usual class: inhibitors | hit rate 0.01% among 200,000; active = well fitted inhibition curve with a large enough effect in the signal ratio, with a control signal flat, not every such curve was filed as active; inconclusive = small, poorly fitted or top-dose-only effect, or effect the other way, or a change in a side signal; the % refers to the signal ratio; note: potency is the fitted concentration of half-maximal effect; % is set by controls: 0 for no effect and ±100 for the full control effect
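S3 HeLa cells stably expressing lamin A-EGFP splicing minigene plus DsRed2, 600 cells/well, 48 h compound exposure at 37C. Laser-scanning cytometry; analysed as GFP (500-530 nm)/RFP (575-640 nm) total intensity ratio; 0.5% DMSO vehicle.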
HTT aggregate: inhibitors of mutant huntingtin aggregate formation in PC12 cells | PC12 HttQ103-GFP aggregates, Acumen cytometry, 40 h | AID 1688 | Potency, µM (doses to about 46.1 µM), for inactives: at the highest dose activity change, negative = inhibition, hits mostly inhibitors | hit rate 1.1% among 220,000; note: potency is the fitted concentration of half-maximal effect; % is set by controls: 0 for no effect and ±100 for the full control effect; nearly all actives have a fitted effect of over 60% in size
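PC12/HTTQ103-GFP, ecdysone-inducible; teb 100 nM; cpd qHTS titration; GFP aggregates read on laser cytometer, Ex 488/Em 500-530 nm.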
GAA glycogen mod: alters human alpha-glucosidase cleavage of glycogen | recombinant GAA, glycogen substrate, Amplex Red glucose oxidase fluorescence | Potency, µM (titrated, usually from 76.4 µM), for the others: top-dose activity change, negative = inhibition, hits mostly inhibitors | hit rate 0.38% among 300,000;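 note: potency is the fitted concentration of half-maximal effect; 0% = full enzyme reaction and -100% = no-enzyme basal signal; the screen sought inhibitors and activators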
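qHTS, 1536-well; enzyme 4 nM final; cpd up to 77 uM; substrate bovine liver glycogen 30 ug; 50 mM citrate/phosphate pH 5.0, 0.01% Tween-20; 37 C, 40 min; Amplex Red detection 45 min RT; Hill fit → AC50.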
GAA inh: blocks human lysosomal alpha-glucosidase | P10253 | purified human GAA, 4-MU-alpha-glucoside fluorescence | Potency, µM (top dose mostly 76.9 µM), for the others: at the highest dose activity change, negative = inhibition, actives largely listed as inhibitors | hit rate 0.005% among 200,000;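 note: potency is the fitted concentration of half-maximal effect; plate controls were uninhibited enzyme wells for no effect and no-enzyme background for full effect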
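Compounds are titrated up to 77 uM against 4 nM human enzyme. Substrate 4-methylumbelliferyl-alpha-D-pyranoside (400 uM) reacts 20 min at room temperature in pH 5.0 buffer; liberated 4-methylumbelliferone is read at 440 nm.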
Active calls of the source: *; ? = inconclusive; / = not tested or not shown; [ ] = another dose, or the depositor's remark. Unless noted, calls come from the whole dose curve; as a rule, active = well fitted curve in the direction sought with a large enough effect; inconclusive = small, poorly fitted or top-dose-only effect, or another doubt; inactive = no such curve, though single readings can be large; an effect the other way counts as inactive or inconclusive.

SMILES	aGlu spleen mod	HTT cytoprotect	CBFb RUNX1 block	Lamin A splicing	HTT aggregate	GAA glycogen mod	GAA inh
Cc1cc(OCC(=O)N2CCCC2)cc(C)c1Cl	-2%	10%	7%	20%	2%	-30%	9%
Cc1ccc(NCC(=O)N/N=C\c2ccc[nH]2)cc1	3%	-5%[10 µM]	-2%	/	6%[9.22 µM]	-28%	-4%
O=C(COc1ncnc2sccc12)N1CCN(C(=O)c2ccco2)CC1	3%	1%[10 µM]	10%	?	13%	4%	-6%
CCC(=NCCc1c(C)[nH]c2ccc(OC(F)(F)F)cc12)C1=C(O)CC(c2ccccc2)CC1=O (stereo not drawn)	/	-63%[inhibitor]	15%	/	-17%	-4%	1%
CCCCCSc1nnc(-c2ccccc2N)c(=O)[nH]1	12%	/	-13%	8%	2%	2%	-5%
C=C1C(CCl)(CCl)C2(Cl)C(Cl)C(Cl)C1(Cl)C2(Cl)Cl (stereo not drawn)	-6%	-34%	19%[21.7 µM]	/	-16%	/	/
CCN(CC(=O)Nc1ccc(C)c(F)c1)CC(=O)NC(C)C	/	-75%	-12%	/	-8%	5%	1%
CCOC(=O)c1sc(NC(=O)CSc2n[nH]c(C)n2)nc1C	5%	-5%[10 µM]	-1%	10%[46 µM]	-12%[9.22 µM]	1%	5%
O=C(CSc1cccc2cccc(Cl)c12)OCC(=O)N1CCN(C(=O)c2ccco2)CC1	-3%	9%	-14%	1%	-5%[9.22 µM]	7%	-2%
Cc1cc(C)c(NC(=O)NC(=O)c2ccc(F)cc2)c(C)n1	-1%	13%	3%	8%	-3%	8%	?
NS(=O)(=O)c1cccc(NC(=O)CN2CCc3ccccc32)c1	-11%	-6%	-17%	?	-2%	-1%	9%
COc1ccc(S(=O)(=O)NC2CC2)cc1-n1cnnn1	5%	5%[10 µM]	2%	11%[46 µM]	-1%[9.22 µM]	14%	7%
CCOC(=O)c1cc2n(n1)C(C(F)(F)F)CC(C)N2 (stereo not drawn)	-12%	19%	-12%	-7%	-12%	-11%	0%
Cc1ccc(C2C(C(=O)O)c3ccccc3C(=O)N2C)o1 (stereo not drawn)	-1%	20%	-5%	-7%	2%	1%	-1%
COc1ccc(-n2nc(C(=O)N3CCCCC3)c3ccccc3c2=O)cc1	-8%	10%	-4%	-3%	2.8µM*	0%	-7%

Pulled one by one from the entries so far:
SMILES	aGlu spleen mod	HTT cytoprotect	CBFb RUNX1 block	Lamin A splicing	HTT aggregate	GAA glycogen mod	GAA inh
Cc1cc(OCC(=O)N2CCCC2)cc(C)c1Cl	-2%	10%	7%	20%	2%	-30%	9%
CCCCCSc1nnc(-c2ccccc2N)c(=O)[nH]1	12%	/	-13%	8%	2%	2%	-5%
Cc1ccc(NCC(=O)N/N=C\c2ccc[nH]2)cc1	3%	-5%[10 µM]	-2%	/	6%[9.22 µM]	-28%	-4%
CCN(CC(=O)Nc1ccc(C)c(F)c1)CC(=O)NC(C)C	/	-75%	-12%	/	-8%	5%	1%

Further structures follow:
SMILES	aGlu spleen mod	HTT cytoprotect	CBFb RUNX1 block	Lamin A splicing	HTT aggregate	GAA glycogen mod	GAA inh
Cn1c(=O)cc(OCCCC(=O)NCCC2=CCCCC2)c2ccccc21	6%	-11%	0%	/	?	-1%	-3%
Cc1c(NC(=O)CSc2nc3ccccc3s2)c(=O)n(-c2ccccc2)n1C	3%	16%	1%	8%	-4%	-11%	-8%
COc1ccc(CCn2c(Br)nc3c2c(=O)[nH]c(=O)n3C)cc1	-1%	-12%	3%	8%	1%	7%	-3%
COC(=O)c1ccccc1NC(=O)C1CCN(C(=O)c2cc(OC)c(OC)c(OC)c2)CC1	1%	9%	-2%	7%	21%	-9%	4%[15.4 µM]
NS(=O)(=O)c1ccc(N/N=C/c2ccccc2C(=O)O)c([N+](=O)[O-])c1	-7%	-8%	-24%	0%[46 µM]	7%	-9%	-6%
CCCCOP(=O)(OCCCC)C(O)c1ccc(F)cc1 (stereo not drawn)	-3%	-15%[10 µM]	3%	/	3%[9.22 µM]	4%	/
Cc1ccc(-c2nnc(N(C)C(=O)c3cccnc3)s2)cn1	-2%	-10%	3%	0%	0%	1%	-7%
CC(C)OCCCNC(=O)c1cc2c(s1)CS(=O)(=O)C2	8%	2%[10 µM]	6%	-6%	-13%	7%	-3%
CCOc1cc(CO)cc(Br)c1OCC(=O)Nc1ccccc1C	-12%	-11%	8%	?	-11%	-10%	?
COc1ccc(NC(=O)Nc2nnc(CC(=O)Nc3ccccc3)s2)cc1	-2%	18%[10 µM]	0%	/	18%[9.22 µM]	0%	/
COc1ccc(C(=O)N2CCN(C(=O)CC(C)C)CC2)cc1OC	2%	0%	5%	0%	14%	-7%	2%
CCOC(=O)c1sc(NC(=O)/C=C/c2cnn(CC)c2C)c(C(=O)OCC)c1C	3%	17%	11%	0%	?	-5%	?
O=c1cc(CSc2ccc([N+](=O)[O-])cc2)nc2sccn12	-5%	10%	-15%	/	-4%	6%	-2%
O=C(COC(=O)CCC(=O)c1ccc(F)cc1)Nc1ccc(F)cc1F	1%	-31%	21%	?	1%	-2%	2%
COc1ccc(-c2cc(-c3ccccc3)n3ncnc3n2)cc1	1%	-16%	8%	?	-9%	-5%	10%
O=C(Nc1ccccc1Cl)c1cccs1	-13%	7%	7%	11%	0%	-3%	-8%
CC(C(=O)Oc1ccc2c(c1)OCO2)N1C(=O)c2ccccc2C1=O (stereo not drawn)	1%	-6%	5%	?	-21%	-19%	-7%
OCCN(C=NC1=NN(c2cccc(C(F)(F)F)c2)CC1)CCO	-8%	-63%[inhibitor]	0%	4%	22%	?	?
O=C(Cc1ccccc1)NNC1CC(=O)N(c2ccc(Br)cc2)C1=O (stereo not drawn)	-18%	15%[10 µM]	2%	-13%	12%	-2%	-12%
Cc1cccc(CN(C(=S)Nc2c(C)cccc2C)c2cccnc2)c1	-1%	-7%	0%	15%[9.22 µM]	3%	5%	-4%
Cc1cnc(C(=O)Nc2cccc3ncccc23)cn1	-10%	-9%	9%	6%	19%	5%	0%
CC(=O)C1=C(O)C(=O)N(c2cccnc2)C1c1cccc([N+](=O)[O-])c1 (stereo not drawn)	-1%	11%[10 µM]	15%	/	12%[9.22 µM]	11%	/
CN(NC(=O)c1ccco1)c1nc2ccccc2nc1C(F)(F)F	-4%	-39%[inhibitor]	9%	5%[9.22 µM]	7%	3%	-1%
COc1cccc(C2C(C(C)=O)=C(O)C(=O)N2CCNCCO)c1 (stereo not drawn)	8%	22%[10 µM]	0%	23%[46 µM]	14%[9.22 µM]	2%	9%
COC(=O)Cn1c(C)c(C(C)=O)c(C(C)=O)c1C	7%	-17%	3%	9%	-3%	5%	-6%
COc1ccc(CNC(=O)C(C)NC(=O)c2cc3ccccc3o2)cc1 (stereo not drawn)	9%	27%[10 µM]	7%	-11%	10%	2%	-4%
N/N=C(\c1ccccc1)C12CN3CN(CN(C3)C1)C2	2%	-27%[0.074 µM]	?	?	-3%	-4%	-6%
CS(=O)(=O)NN1C(=O)c2ccccc2NC1c1cc2ccccc2nc1Cl (stereo not drawn)	7%	38%[10 µM]	-2%	-20%	8%	2%	9%
CC(C)C[C@H](NC(=O)Nc1cccc(Cl)c1)C(=O)O	0%	-12%[0.074 µM]	1%	6%	6%	-1%	-1%
CCOC(=O)CCN1C(=O)[C@H]2[C@H]3[C@H](O)[C@H](O)C/C(=N/OCC(C)C)[C@@H]3CC[C@@H]2C1=O	-5%[17.4 µM]	1%[10 µM]	1%[13.1 µM]	/	/	/	/
O=C(CN1C(=O)NC2(CCCCCCC2)C1=O)NCc1cccs1	-7%	26%[1.9 µM]	3%	-8%	-13%	17%	1%
Cc1ccc2cc(CN(Cc3cccs3)Cc3nnnn3CC3CCCO3)c(=O)[nH]c2c1C (stereo not drawn)	0%	-32%	-7%	-4%	3%	-11%	-8%
CCn1c(-c2cccn(Cc3ccc(Cl)cc3Cl)c2=O)n[nH]c1=S	0%	-58%[inhibitor]	?	/	-12%	-1%	-1%
Cc1ccc(-c2nc3nc4ccccc4nc3n2Cc2ccco2)cc1	1%	-28%	2%	-7%	-21%	-2%	4%
C=CCn1c(-c2cccn(Cc3cccc(Cl)c3)c2=O)n[nH]c1=S	-1%	-14%	9%	5%	-4%	-9%	-9%
Cc1cc(C(=O)NCC23CC4CC(CC(C4)C2)C3)c(C)o1	-2%	27%[10 µM]	1%	5%[46 µM]	-15%[9.22 µM]	-6%	8%
Cc1ccc(NC(=S)N/N=C/c2ccc([N+](=O)[O-])s2)cc1	0%	/	-1%	?	9%	-11%	1%
Cc1ccc(-c2nn3c(C)nnc3c3ccccc23)cc1S(=O)(=O)NCc1ccco1	0%	-29%	-2%	-30%	?	-9%	-11%
COc1ccc(-n2c(SCC(=O)Nc3ccccc3)nc(O)cc2=O)cc1	0%	-27%[10 µM]	3%	/	-24%[9.22 µM]	-10%	/
Cc1ccc(-n2c(SCn3nnc4ccccc4c3=O)nnc2-c2cccnc2)c(C)c1	1%	-9%	-28%	21%	-3%	-4%	?
CCc1cc(=O)oc2cc(C)cc(OCc3nn[nH]n3)c12	3%	15%[0.074 µM]	2%	7%	-2%	-11%	2%
CC1CCc2nc(NC(=O)CN3CCN(Cc4ccc5c(c4)OCO5)CC3)sc2C1 (stereo not drawn)	-20%	-21%[0.074 µM]	5%	?	-20%	4%	?
CCc1[nH]c(C(=O)O)c(C)c1C(=O)OC	-6%	5%[10 µM]	2%	?	10%[9.22 µM]	5%	-2%
CCCOc1ccc(N2CC(C(=O)Nc3ccccc3OC)CC2=O)cc1 (stereo not drawn)	5%	-1%[10 µM]	2%	-3%	26%	7%	0%
COc1ccc2c(c1)c(C(C)=O)c(C)n2-c1ccccc1	-4%	-3%[10 µM]	2%	21%	?	0%	-5%
O=C(Oc1ccc(=O)n(-c2ccccc2)n1)c1ccc(F)cc1	3%	-14%	18%	?	13%	5%	6%
Cc1nn(CC(=O)NCc2ccccc2Cl)c(C)c1[N+](=O)[O-]	0%	3%	3%	5%	15%	5%	-2%
c1ccc2c(-c3ccncc3)c[nH]c2c1	-8%	-7%	3%	11%	-30%	-26%	-4%
COc1ccc(NC(=O)CN2CCC(C)CC2)c([N+](=O)[O-])c1	-13%	-1%[10 µM]	5%	-15%	-4%	1%	-5%
CS/C(N)=N/N=C/c1ccc2c(c1)OCO2	1%	-5%[10 µM]	3%	/	4%[9.22 µM]	-4%	/
